NRP1-CendR mod: modulators of CendR peptide binding to NRP-1, primary screen, biochemical, fluorescence polarization, uHTS | Neuropilin-1 (Homo sapiens), O14786 | FAM-RPARPAR peptide binding to NRP-1 | inhibition, % at 25 µM | 360,000 compounds, 0.85% hits | AID 602438, 2012;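 active = inhibition or corrected inhibition above about 18%, plus a signal ratio from 0.5 to 1.5, limit read from the data, passing the limit was not always enough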; note: strong numbers were not always called active
bovine MsrA act: bovine MsrA enzyme activators, primary screen, biochemical, absorbance, HTS; Methionine sulfoxide reductase A (Bos taurus); purified bovine MsrA, absorbance read-out; activation, % at 10.6 µM; 360,000 compounds, 0.3% hits; AID 602163, 2012; in the data active = activation above about 7.5%;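 note: 0% = vehicle and 100% = reference activator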
MsrA inhibitor: bovine MsrA enzyme inhibitors, primary screen, biochemical, absorbance, HTS. inhibition, % at 15.5 µM. AID 651718, 2012. Methionine sulfoxide reductase A (Bos taurus). 360,000 compounds, 0.75% hits. purified bovine MsrA, absorbance read-out; in the data active = inhibition above about 4.5%;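 note: 0% = vehicle wells with enzyme and 100% = reference inhibitor wells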
FAS-TE inh: FAS thioesterase domain inhibitors, primary screen, biochemical, fluorescence intensity, uHTS; inhibition, % at 15 µM; 360,000 compounds, 0.67% hits; Fatty acid synthase (Homo sapiens), P49327; recombinant FAS-TE, OMFH fluorogenic substrate, fluorescence endpoint;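 active = compounds whose normalised, plate-corrected inhibition of enzyme fluorescence in the single-dose primary screen is 50% or more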;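 note: 0% = DMSO with enzyme and 100% = substrate without enzyme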
MLLE-PAM2 inh: inhibitors of PABP1 MLLE–PAM2 peptide binding, primary screen, biochemical, fluorescence polarization, FITC-PAM2, GST-MLLE. Polyadenylate-binding protein 1 (Homo sapiens), P11940. inhibition, % at 20 µM. 360,000 compounds, 0.36% hits. AID 588489, 2011; in the data active = inhibition above about 35%, passing the limit was not always enough;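 note: plate controls were DMSO wells with GST-MLLE for no effect and wells lacking GST-MLLE protein for full effect; some results filed as inactive read as strong as hits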
Target sequence (P11940 whole entry, looked up): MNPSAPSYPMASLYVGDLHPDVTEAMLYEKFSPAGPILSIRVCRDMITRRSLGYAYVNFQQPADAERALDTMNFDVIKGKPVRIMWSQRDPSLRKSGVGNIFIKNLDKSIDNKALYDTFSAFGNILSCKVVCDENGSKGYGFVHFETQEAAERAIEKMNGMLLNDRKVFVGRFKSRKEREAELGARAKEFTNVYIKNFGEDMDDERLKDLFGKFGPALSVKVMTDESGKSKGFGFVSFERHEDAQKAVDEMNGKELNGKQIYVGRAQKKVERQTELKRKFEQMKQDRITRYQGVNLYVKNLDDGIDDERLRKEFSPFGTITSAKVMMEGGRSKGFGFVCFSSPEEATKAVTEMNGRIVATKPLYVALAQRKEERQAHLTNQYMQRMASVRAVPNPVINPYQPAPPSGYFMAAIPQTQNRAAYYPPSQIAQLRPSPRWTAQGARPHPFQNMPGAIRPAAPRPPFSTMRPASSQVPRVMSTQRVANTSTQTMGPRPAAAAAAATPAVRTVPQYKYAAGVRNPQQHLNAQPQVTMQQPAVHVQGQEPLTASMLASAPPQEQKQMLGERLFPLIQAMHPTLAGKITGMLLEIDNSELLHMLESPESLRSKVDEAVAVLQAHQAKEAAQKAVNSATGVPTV
SKN-1 block: suppressors of acrylamide-induced Pgst-4::GFP reporter in worms, primary screen, SKN-1 inhibitor project, whole organism, uHTS, GFP/RFP fluorescence ratio, strain VP596. C. elegans VP596 Pgst-4::GFP/RFP ratio, 24 h. inhibition, % at 21.8 µM. 360,000 compounds, 0.49% hits. AID 624304, 2012;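 active = interference check ratio from 0.5 to 1.5 plus GFP to RFP signal ratio inhibition reaching or exceeding a fixed threshold, cut at about 30% in these data, passing the limit was not always enough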; note: some compounds called inactive have numbers as strong as hits
E coli Lon inh: inhibitors of E. coli Lon protease, primary screen, biochemical, fluorescence polarization | P0A9M0 | purified E. coli Lon protease | inhibition, % at 7.94 µM | AID 602123, 2011 | 360,000 compounds, 0.42% hits; in the data active = inhibition above about 13%, passing the limit was not always enough;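 note: 0% = enzyme with probe and DMSO and 100% = no enzyme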
Tb MetRS inh: T. brucei MetRS inhibitors, primary screen, biochemical, luminescence | methionyl-tRNA synthetase (Trypanosoma brucei brucei) | purified T. brucei MetRS, ATP depletion, Kinase-Glo luminescence | inhibition, % at 11.9 µM | 360,000 compounds, 0.4% hits | AID 624268, 2012;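 active = inhibition above a per-plate cutoff of the control wells' mean inhibition plus 3 SD, cut at about 5.5% in these data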;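 note: 0% = DMSO wells median and 100% = median of wells with control inhibitor compound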
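System: purified T. brucei MetRS enzyme / Detection: Kinase-Glo luciferase luminescence reporting remaining unconsumed ATP / Medium: HEPES buffer with MgCl2, KCl, DTT, spermine, BSA, pyrophosphatase / Replication: singlicate, one well per compound / Evaluation: percent inhibition relative to median high and low control wells / Schedule: 2 h aminoacylation at 25 °C after 15 min preincubation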
MT1-MMP act inh: blockers of MT1-MMP proenzyme processing, primary screen, HT1080 RFP-PRO-GFP cells, GFP/RFP fluorescence | AID 651647, 2012 | 360,000 compounds, 0.061% hits | GFP/RFP ratio change, % at 20 µM | Matrix metalloproteinase-14 (Homo sapiens), P50281 | GFP/RFP ratio fluorescence, overnight; percent of plate control window, DMSO zero;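 active = GFP/RFP ratio change of at least 30% with cell ATP level not reduced by more than half and red fluorescence within 50% of control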; note: strong numbers were not always called active
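Test system: HT1080 cells expressing an RFP-PRO-GFP fluorescent reporter construct / Compound dosing: single-point 20 µM compound, 1% DMSO / Schedule: cells overnight before dosing, compound overnight, 37 °C, 5% CO2 / Evaluation: GFP/RFP fluorescence ratio / Control set: DMSO and RFP-L50D-GFP cell wells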
An asterisk follows results filed as active. Some of the compounds tested; the hit share may differ from the screen's.

Screening CN1C(=O)C(=Cc2cn(CC(=O)N3CCCCC3)c3ccccc23)C(=O)N(C)C1=O returned NRP1-CendR mod -7, bovine MsrA act -1, FAS-TE inh -10, MLLE-PAM2 inh -28, SKN-1 block 41*, E coli Lon inh -12, Tb MetRS inh 0.1 and MT1-MMP act inh -3.
CCn1cc(C(=O)c2ccccc2)c2ccccc21 was read as NRP1-CendR mod -4, bovine MsrA act -4, MsrA inhibitor 2.2, FAS-TE inh 7, MLLE-PAM2 inh -8, SKN-1 block 16, E coli Lon inh -3, Tb MetRS inh -0.2 and MT1-MMP act inh 0.
Cc1nn(Cc2ccccc2)c(Cl)c1C(=O)OCC(=O)NCC1CCCO1 (configuration not stated) was read as NRP1-CendR mod 8, bovine MsrA act -2, MsrA inhibitor 1.6, FAS-TE inh -4, MLLE-PAM2 inh -2, SKN-1 block -1, E coli Lon inh 1, Tb MetRS inh -0.2 and MT1-MMP act inh -2.
Screening CCC1(CC(C)c2ccccc2)C(=O)NC(=O)NC1=O (configuration not stated) returned NRP1-CendR mod -6, bovine MsrA act -9, MsrA inhibitor -1.1, FAS-TE inh -1, MLLE-PAM2 inh 5, SKN-1 block -2, E coli Lon inh -11, Tb MetRS inh -0.4 and MT1-MMP act inh 1.
`COC(=O)c1ccc(NC(=O)CSc2nc3ccc(N4C(=O)C5C6C=CC(C6)C5C4=O)cc3s2)cc1` (configuration not stated) gave NRP1-CendR mod 8, bovine MsrA act -2, MsrA inhibitor 1.6, FAS-TE inh 41, MLLE-PAM2 inh -21, SKN-1 block -9, E coli Lon inh -11, Tb MetRS inh 1.1 and MT1-MMP act inh -7.
For Cc1nc(SCc2c(Cl)cccc2Cl)nc(OC(=O)N(C)C)c1C the results were NRP1-CendR mod 2, bovine MsrA act 0, MsrA inhibitor -0.4, FAS-TE inh 26, MLLE-PAM2 inh 9, SKN-1 block 2, E coli Lon inh -5, Tb MetRS inh -0.2 and MT1-MMP act inh -1.
Screening O=c1[nH]c(=O)n(Cc2ccco2)c(O)c1C=NCc1ccc2c(c1)OCO2 returned NRP1-CendR mod -14, bovine MsrA act -2, MsrA inhibitor 0.8, FAS-TE inh -5, MLLE-PAM2 inh -103, SKN-1 block 0, E coli Lon inh 20*, Tb MetRS inh 0.2 and MT1-MMP act inh -2.
For O=S(=O)(c1ccccc1)C1CN1c1c(F)c(F)c(F)c(F)c1F (configuration not stated) the results were NRP1-CendR mod 8, bovine MsrA act -2, MsrA inhibitor -1.1, FAS-TE inh -1, SKN-1 block 1, E coli Lon inh -7, Tb MetRS inh 0.5 and MT1-MMP act inh 3.
`CN1C(=O)C(C)(C2=CCCCC2)C(=O)NC1=S` (configuration not stated) gave NRP1-CendR mod 0, bovine MsrA act -3, MsrA inhibitor -0.2, FAS-TE inh -7, MLLE-PAM2 inh 14, SKN-1 block -3, E coli Lon inh 3, Tb MetRS inh -0.3 and MT1-MMP act inh 3.
COC(=O)C1=C(c2ccc(-c3ccccc3)c(F)c2)C[C@@H]2CC[C@H]1N2C(=O)N1CCC(O)CC1 was read as NRP1-CendR mod 1, bovine MsrA act 0, MsrA inhibitor -0.9, FAS-TE inh 5, MLLE-PAM2 inh -7, SKN-1 block 7, E coli Lon inh 3, Tb MetRS inh -0.1 and MT1-MMP act inh -3.
Screening COc1cccc(C(c2nnnn2-c2ccc3c(c2)OCCO3)N2CCC(n3c(=O)[nH]c4ccccc43)CC2)c1OC (configuration not stated) returned NRP1-CendR mod 8, bovine MsrA act -1, MsrA inhibitor 0.9, FAS-TE inh 72*, MLLE-PAM2 inh 18, SKN-1 block 13, E coli Lon inh 5, Tb MetRS inh -0.6 and MT1-MMP act inh -11.
CCCn1ncc(CN2CCCC(C(=O)c3cccc(OC)c3)C2)c1C (configuration not stated) was read as NRP1-CendR mod 4, bovine MsrA act 0, MsrA inhibitor 0.1, FAS-TE inh -2, MLLE-PAM2 inh -6, SKN-1 block -8, E coli Lon inh 13, Tb MetRS inh -0.8 and MT1-MMP act inh -2.
For CC(C)CCNC(=O)c1cc(C(=O)c2cc(F)ccc2O)cn(CCC(C)C)c1=O the results were NRP1-CendR mod -16, bovine MsrA act -3, MsrA inhibitor -1.3, FAS-TE inh -1, MLLE-PAM2 inh -3, SKN-1 block -3, E coli Lon inh -5, Tb MetRS inh 0.3 and MT1-MMP act inh 4.
Screening CC(C)[C@H]1C(=O)O[C@@H]2CCN3CC=C(COC(=O)[C@](C)(O)[C@]1(C)O)[C@H]23 returned NRP1-CendR mod 12, bovine MsrA act -3, MsrA inhibitor 0.6, FAS-TE inh -3, MLLE-PAM2 inh -3, SKN-1 block -5, E coli Lon inh -1, Tb MetRS inh -1.2 and MT1-MMP act inh -4.
Screening Nc1ccc(-c2ccccc2)cc1 returned NRP1-CendR mod 12, bovine MsrA act -3, MsrA inhibitor -0.4, FAS-TE inh -4, MLLE-PAM2 inh 1, SKN-1 block -27, E coli Lon inh 0, Tb MetRS inh 0.1 and MT1-MMP act inh 4.
Cn1c(O)c(C2=NN(C(=O)CCl)C(c3ccccc3)C2)c(=O)n(C)c1=O (configuration not stated) was read as NRP1-CendR mod 6, bovine MsrA act -9, MsrA inhibitor -0.6, FAS-TE inh -1, MLLE-PAM2 inh 9, SKN-1 block -16, E coli Lon inh 10, Tb MetRS inh -0.5 and MT1-MMP act inh -2.
Fc1ccc(CN2CCN(c3ccc(Cl)cc3)CC2)cc1 was read as NRP1-CendR mod 7, bovine MsrA act -5, MsrA inhibitor -0.5, FAS-TE inh 21, MLLE-PAM2 inh -14, SKN-1 block 0, E coli Lon inh 2, Tb MetRS inh -0.7 and MT1-MMP act inh -4.
Screening COC(=O)C1=C(c2ccc(Cl)c(C(F)(F)F)c2)C[C@@H]2CC[C@H]1N2C(=O)NCCOc1ccc(OC)cc1 returned NRP1-CendR mod -16, bovine MsrA act -10, FAS-TE inh 30, MLLE-PAM2 inh 7, SKN-1 block 1, E coli Lon inh 6, Tb MetRS inh -0.5 and MT1-MMP act inh 17.
CCCC(C)C1(CC)C(=O)NC(=O)N=C1N (configuration not stated) was read as NRP1-CendR mod 9, bovine MsrA act -3, MsrA inhibitor 0.6, FAS-TE inh -8, MLLE-PAM2 inh -11, SKN-1 block 2, E coli Lon inh 3, Tb MetRS inh -0.2 and MT1-MMP act inh 0.
`Nc1ccc(Cc2ccc(N)c(Cl)c2)cc1Cl` gave NRP1-CendR mod 12, bovine MsrA act -2, MsrA inhibitor 0.5, FAS-TE inh 17, MLLE-PAM2 inh 0, SKN-1 block -7, E coli Lon inh 3, Tb MetRS inh -0.1 and MT1-MMP act inh -6.
`Cc1ccc2c(c1)C1CN(C)CCC1N2C(=O)CCCN1C(=O)c2cccc3cccc(c23)C1=O` (configuration not stated) gave NRP1-CendR mod 12, bovine MsrA act -9, MsrA inhibitor 0.6, FAS-TE inh -8, MLLE-PAM2 inh -2, SKN-1 block -7, E coli Lon inh 7, Tb MetRS inh -0.7 and MT1-MMP act inh -7.
Screening Cc1ccc(NC(=S)NCCc2cnc[nH]2)cc1C returned NRP1-CendR mod 16, bovine MsrA act -2, MsrA inhibitor -0.5, FAS-TE inh -4, MLLE-PAM2 inh 11, SKN-1 block -3, E coli Lon inh -2, Tb MetRS inh -0.2 and MT1-MMP act inh 4.
O=C(COC(=O)Cc1ccccc1)Nc1ccc(SC(F)F)cc1 was read as NRP1-CendR mod 0, bovine MsrA act -3, MsrA inhibitor 0.5, FAS-TE inh 7, MLLE-PAM2 inh 5, SKN-1 block 19, E coli Lon inh 5, Tb MetRS inh 0.0 and MT1-MMP act inh 5.
CCCCSC1=NN1c1nc(N)nc(C)c1CC was read as NRP1-CendR mod -9, bovine MsrA act -4, MsrA inhibitor 0.6, FAS-TE inh -8, MLLE-PAM2 inh -31, SKN-1 block -10, E coli Lon inh -14, Tb MetRS inh -0.5 and MT1-MMP act inh -1.
For Cc1ccc(C(=O)Nc2ccc(-n3ccnc3P(=O)(O)c3ccccc3)cc2)cc1 the results were NRP1-CendR mod 0, bovine MsrA act -9, MsrA inhibitor -0.5, FAS-TE inh 2, MLLE-PAM2 inh 4, SKN-1 block 1, E coli Lon inh 4, Tb MetRS inh -0.7 and MT1-MMP act inh 2.
For COc1ccccc1CCNC1CCC(C(C)(C)C)CC1 (configuration not stated) the results were NRP1-CendR mod -2, bovine MsrA act -4, MsrA inhibitor -0.3, FAS-TE inh -2, MLLE-PAM2 inh 7, SKN-1 block -23, E coli Lon inh -10, Tb MetRS inh -0.9 and MT1-MMP act inh -1.
Screening O=C(N=Nc1c(O)[nH]c(=O)[nH]c1=O)C1COc2cc3ccccc3cc2O1 (configuration not stated) returned NRP1-CendR mod 3, bovine MsrA act -6, MsrA inhibitor 0.9, FAS-TE inh 4, MLLE-PAM2 inh 11, SKN-1 block -5, E coli Lon inh -3, Tb MetRS inh -1.1 and MT1-MMP act inh 2.
For Cn1c(=O)c2c(nc(N/N=C/c3c(O)n(C4CCCCC4)c(=S)[nH]c3=O)n2C)n(C)c1=O the results were NRP1-CendR mod -29, bovine MsrA act -4, MsrA inhibitor 0.5, FAS-TE inh 18, MLLE-PAM2 inh -114, SKN-1 block -4, E coli Lon inh -14, Tb MetRS inh 0.0 and MT1-MMP act inh 6.
COC(=O)C1=C(c2cccc(OCc3ccccc3)c2)C[C@@H]2CC[C@H]1N2C(=O)NCc1ccc(OC)cc1 was read as NRP1-CendR mod -2, bovine MsrA act -4, MsrA inhibitor -0.2, FAS-TE inh 21, MLLE-PAM2 inh 6, SKN-1 block 14, E coli Lon inh 4, Tb MetRS inh -0.4 and MT1-MMP act inh 2.
`COP(=O)(NC(C)=O)SC` (configuration not stated) gave NRP1-CendR mod 2, bovine MsrA act -3, MsrA inhibitor 0.6, FAS-TE inh -5, MLLE-PAM2 inh -1, SKN-1 block 7, E coli Lon inh -3, Tb MetRS inh -0.9 and MT1-MMP act inh -1.
CCCCn1c(O)c(C=NCCCn2ccnc2)c(=O)[nH]c1=O was read as NRP1-CendR mod -31, bovine MsrA act 0, MsrA inhibitor -1.2, FAS-TE inh -3, MLLE-PAM2 inh -23, SKN-1 block -4, E coli Lon inh -5, Tb MetRS inh 0.5 and MT1-MMP act inh -4.
`O=C(COC(=O)Cc1ccccc1)Nc1cc(S(=O)(=O)N2CCOCC2)ccc1N1CCCC1` gave NRP1-CendR mod -5, bovine MsrA act -3, MsrA inhibitor 1.5, FAS-TE inh -7, MLLE-PAM2 inh 6, SKN-1 block 7, E coli Lon inh -3, Tb MetRS inh 0.1 and MT1-MMP act inh -5.
